Screening results: PubChem BioAssay, several laboratories
KOR beta-arrestin-1 = KOR agonists, beta-arrestin recruitment, primary screen, cell-based, luminescence, uHTS (AID 1777); KOR beta-arrestin recruitment, luminescence; higher % means a stronger effect; activation, % at 10 µM; hits with a dose series show EC50 in µM; hit rate 0.02% among 280,000; in the data active means activation above about 50%, passing the limit was not always enough; further: a part of the inactive calls stands beside numbers as strong as those of hits
GPR55 LPI antagonism = GPR55 antagonists blocking LPI-driven arrestin recruitment, primary screen, imaging, U2OS, beta-arrestin-GFP, LPI agonist (AID 2013) | U2OS GPR55 beta-arrestin-GFP translocation imaging, LPI antagonism; higher % means a stronger effect | hit rate 0.13% among 290,000 | G-protein coupled receptor 55 (Homo sapiens) | inhibition, % at 10 µM; hits with a dose series show IC50 in µM;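 active means spots per cell inhibited over 60%, with over 100 cells counted and total cytoplasm intensity under 500,000; inconclusive means wells with under 100 cells, flagged as likely toxic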;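 further: U2OS cells stably carrying GPR55 and arrestin-GFP stimulated by 5 µM LPI near EC80; imaged beta-arrestin-GFP aggregate spots per cell after agonist stimulation; plate controls were LPI-stimulated DMSO wells for no effect and DMSO wells without LPI for full effect; some results filed as inactive read as strong as hits; confirmed hits need IC50 under 10 µM and bright autofluorescent wells are also inconclusive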
KOR beta-arrestin-2 = KOR antagonists, beta-arrestin recruitment, cell-based, luminescence, uHTS (AID 1778); KOR beta-arrestin recruitment, luminescence, antagonist mode; higher % means a stronger effect; inhibition, % at 10 µM, or IC50 in µM where a hit was titrated; hit rate 0.091% among 290,000; further: strong numbers were not always called active
T cell modulator = modulators of CD8 T cell-vesicle binding, primary screen, mouse 2C CD8+ T cells, flow cytometry | 2C CD8+ T cell-vesicle binding; stronger effect = lower value | calls only at 7 µM | hit rate 0.068% among 330,000;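 active means response, share of CD8 T cells binding vesicles, and their 90th percentile fluorescence all below set limits, cut at about 80% in these data, passing the limit was not always enough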
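Incubation: binding step 1.5 h, 37 °C, antibody labelling 20 min, ice; system: murine 2C transgenic CD8+ T lymphocytes; technique: cytometric PE anti-B7-1 and Alexa647 anti-CD8 signals after 1% paraformaldehyde fixation; also added: QL9-charged Drosophila Ld/ICAM-1/B7-1 vesicles; control set: naked versus QL9-loaded vesicles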
Myeloid diff MLP = induction of myeloid progenitor differentiation, primary screen, cell-based, flow cytometry, MLPCN library; hit rate 1% among 360,000; ER-HoxA9 myeloid progenitors, lysozyme-GFP differentiation; calls only at 10 µM;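 active means normalized GFP-positive differentiation at or above the plate's own cutoff, the solvent-only control mean plus 3 SD; inconclusive means no clear call, values can overlap the other calls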;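 further: cells exposed to compound for four days before flow analysis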
GPR55 beta-arrestin = GPR55 agonists via beta-arrestin recruitment, primary screen, imaging, U2OS cells, beta-arrestin-GFP redistribution (AID 1961); G-protein coupled receptor 55 (Homo sapiens); U2OS GPR55 beta-arrestin-GFP redistribution imaging; higher % means a stronger effect; activation, % at 10 µM, or EC50 in µM where a hit was titrated; hit rate 0.048% among 290,000;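 active means activation above 40% with more than 50 cells counted in the well; inconclusive means wells holding fewer than 50 cells, flagged as toxic or sparse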;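 further: U2OS osteosarcoma cells stably expressing GPR55 and beta-arrestin-GFP; plate controls were DMSO negative control for no effect and LPI positive control for full effect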
NOD1 NF-kB reporter = NOD1 signaling inhibitors, primary screen, cell-based, luminescence, uHTS (AID 1578) | one-dose inhibition, % at 4 µM; EC50 in µM for titrated hits | NOD1-driven NF-kB luciferase reporter cells, luminescence; higher % means a stronger effect | hit rate 1% among 290,000; in the data active means inhibition mostly above about 36%, no sharp cut-off; inactive means mostly below about 34%;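 further: HEK-293T reporter cells stimulated with the NOD1 agonist gamma-tri-DAP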
NTR1 agonist = agonists of NTR1, primary screen, imaging, U2OS cells, beta-arrestin-GFP, high content (AID 493036) | NTR1-U2OS beta-arrestin-GFP spot imaging, agonist mode | hit rate 0.17% among 330,000 | activation, % at 20 µM;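 active means activation at or above 40% of the spot to cytoplasm intensity ratio, with at least 20 cells analyzed; inconclusive means wells under 20 cells, flagged as cytotoxic or low count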;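 further: 0% = DMSO without peptide and 100% = 100 nM NTR1 peptide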
Target sequence (P30989 whole entry, looked up): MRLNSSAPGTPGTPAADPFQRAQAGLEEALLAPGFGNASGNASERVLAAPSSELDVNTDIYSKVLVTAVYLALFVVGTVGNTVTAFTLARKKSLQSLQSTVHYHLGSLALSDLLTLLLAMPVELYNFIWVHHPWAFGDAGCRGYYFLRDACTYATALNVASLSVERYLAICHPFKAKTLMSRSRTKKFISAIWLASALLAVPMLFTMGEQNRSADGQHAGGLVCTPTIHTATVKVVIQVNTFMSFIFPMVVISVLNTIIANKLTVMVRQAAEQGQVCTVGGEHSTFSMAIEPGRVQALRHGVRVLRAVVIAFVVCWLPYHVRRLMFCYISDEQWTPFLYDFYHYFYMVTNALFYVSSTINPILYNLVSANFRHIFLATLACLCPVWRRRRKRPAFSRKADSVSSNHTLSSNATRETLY
HEK293 NOD2/NF-kB = NOD2 signaling inhibitors, cell-based, luminescence, uHTS, HEK293 (AID 1566); HEK293 NOD2/NF-kB luciferase reporter, luminescence; higher % means a stronger effect; one-dose inhibition, % at 4 µM; EC50 in µM for titrated hits; hit rate 0.63% among 290,000; further: many of its hits are not listed in these tables
T cell modulator vesicle-bound % = further read-out of T cell modulator, marked with its call; double positive events, %; measured here: CD8+ vesicle-bound cell fraction;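 binding gate set so that unloaded-vesicle control wells show 10% double positive cells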
NTR1 agonist cell count 20 µM = further read-out of NTR1 agonist, marked with its call; cell count; measured here: cell count, cytotoxicity flag
Myeloid diff MLP GFP+ MAC1+ % = also measured in Myeloid diff MLP; calls as there; GFP+ MAC1+ double positive, %; measured here: differentiation confirmed by MAC1 staining
Numbers without * were called inactive; i = inactive; ? = inconclusive; · = not tested or not shown; [ ] = dose if it differs, or a comment. Unless noted, no stated cut-off is given here; in the data, active means inhibition above about 50%; inactive means the rest.

SMILES	KOR beta-arrestin-1	GPR55 LPI antagonism	KOR beta-arrestin-2	T cell modulator	T cell modulator vesicle-bound %	Myeloid diff MLP	Myeloid diff MLP GFP+ MAC1+ %	GPR55 beta-arrestin	NOD1 NF-kB reporter	NTR1 agonist	NTR1 agonist cell count 20 µM	HEK293 NOD2/NF-kB
CSC1=N/C(=C\c2c(F)cccc2Cl)C(=O)S1	25%	-10%	-48%	i	51	i	0.3	-0.8%	52%	-0.9	62	2%
CCOc1cc(NC(=O)C(C)C)c(OCC)cc1NC(=O)Nc1ccccc1	-5.4%	-4%	-23%[20 µM]	i	7	i	0.6	-0.1%	-21%	0.8	68	7%
Cc1ccc(C(=O)Nc2cccc(C(=O)O)c2)cc1S(=O)(=O)N1CCCCC1	-2.3%	-4%	-15%	i	45	i	1.1	0.7%	15%	-1.3	45	-98%
C=CCN1C(=O)S/C(=C/c2ccsc2)C1=O	-1.4%	12%	-16%	i	37	i	1.2	0.6%	-6%	-1.9	78	5%
COc1cccc(NS(=O)(=O)c2ccc3c(c2)n(C)c(=O)c(=O)n3C)c1	-1.8%	14%	-15%	i	36	i	0.5	-0.5%	-4%	0.9	67	16%
COc1ccccc1CNC(=O)C1CCC(CNc2c(N3CCC(C)CC3)c(=O)c2=O)CC1 (configuration not stated)	0.9%	15%	15%	i	14	i	0.7	0.0%	3%	1.3	70	12%
CCOC(=O)NC(=O)COC(=O)CNC(=O)c1ccc(OCC)c(OCC)c1	60%	-2%	-39%	i	14	i	0.1	-0.2%	3%	3.3	50	16%
Cc1ccc(N(CC(=O)N2CCCC2)S(C)(=O)=O)c(C)c1	8.3%	4%	-10%[20 µM]	i	49	i	0.8	-0.3%	-25%	-0.7	63	2%
CCN(C(=O)CSc1nc2cc(C(=O)O)ccc2c(=O)n1Cc1ccccc1)c1ccccc1	-3.5%	5%	-26%	i	60	i	0.6	-0.1%	-3%	-0.1	63	2%
Cc1ncc([N+](=O)[O-])n1CC(=O)NC1CCCCCC1	·	0%	-40%[20 µM]	i	29	i	0.6	0.2%	-31%	0.3	41	-11%
CCOC(=O)c1c(C)oc2c(F)c(F)c(F)c(F)c2c1=O	3.0%	24%	-6%	i	37	i	1.5	0.6%	16%	21	57	18%
Cn1c(CC(=O)Nc2ccccc2)nnc1SCC(=O)Nc1ccc(N2CCOCC2)cc1	3.4%	-8%	-22%	i	56	i	0.2	-0.1%	-27%	0.8	6	-25%
Cc1cc(NC(=O)CCN2CCN(C)CC2)ccc1Br	-1.1%	-2%	-20%[20 µM]	i	58	i	0.4	1.8%	-16%	-1.0	59	2%
COc1ccc(OC)c(Nc2nc(C3CC3)nc3c2nnn3Cc2ccccc2)c1	0.9%	9%	-7%	i	37	i	1.4	0.2%	14%	1.8	44	12%
CC(O)CNC(=S)Nc1ccccc1 (configuration not stated)	·	3%	4%[20 µM]	i	56	i	0.1	0.2%	-30%	-1.4	63	8%
COCc1ccc(CN2CCCC(C(=O)Nc3ccccc3-c3ccc(OC)cc3)C2)o1 (configuration not stated)	-1.6%	-5%	-19%	i	44	i	1.5	-0.1%	-29%	6.0	55	-11%
CCOC(=O)c1cn2c(C)cccc2n1	-4.5%	8%	20%	i	53	i	0.9	-0.2%	-38%	0.5	35	-5%
CC(C)=C(NC(=O)c1ccco1)C(=O)NCCc1nc2ccccc2[nH]1	2.9%	-3%	13%	i	35	i	0.7	-0.2%	-38%	-0.7	34	-7%
COc1cc(NC(=O)c2ncn[nH]2)cc(OC)c1OC	-2.2%	-4%	-5%	·	·	i	1.0	-0.3%	-1%	-0.3	64	-2%
C[C@]1(C(=O)O)C=C[C@@H](Cc2ccccc2)N1C(=O)c1ccccc1	2.3%	1%	-18%	i	33	i	2.1	0.2%	-10%	-1.9	80	9%

Next part, overlapping the part above by 2 compounds.
SMILES	KOR beta-arrestin-1	GPR55 LPI antagonism	KOR beta-arrestin-2	T cell modulator	T cell modulator vesicle-bound %	Myeloid diff MLP	Myeloid diff MLP GFP+ MAC1+ %	GPR55 beta-arrestin	NOD1 NF-kB reporter	NTR1 agonist	NTR1 agonist cell count 20 µM	HEK293 NOD2/NF-kB
COc1cc(NC(=O)c2ncn[nH]2)cc(OC)c1OC	-2.2%	-4%	-5%	·	·	i	1.0	-0.3%	-1%	-0.3	64	-2%
C[C@]1(C(=O)O)C=C[C@@H](Cc2ccccc2)N1C(=O)c1ccccc1	2.3%	1%	-18%	i	33	i	2.1	0.2%	-10%	-1.9	80	9%
COCCCn1c(SCC(=O)N2CCc3ccccc32)nnc1-c1ccco1	-6.5%	4%	-1%	i	57	i	2.4	-0.1%	-3%	3.7	85	6%
C/C(Cc1ccccc1)=N\NC(=O)CNC(=O)c1cccc(Cl)c1	1.2%	6%	-4%	i	47	i	0.5	0.3%	-4%	0.1	46	-2%
C/C(=N/NC(=O)CNC(=O)c1cccnc1)c1cccc([N+](=O)[O-])c1	3.4%	-4%	6%	i	25	i	0.2	-0.5%	-15%	1.1	96	8%
COC(=O)c1cc(NC(=O)CSc2nc(C)cc(=O)[nH]2)cc(C(=O)OC)c1	3.2%	-4%	-70%	i	52	i	3.8	-0.1%	2%	-0.5	44	-6%
O=C(N/N=C/c1cccs1)/C(=C/c1ccccc1)NC(=O)c1ccccc1	-2.0%	-9%	-15%	i	21	i	0.5	0.1%	-7%	-0.4	44	16%
CC1=CC(C)(C)N(C(=O)CSc2ncn[nH]2)c2ccc(C)cc21	0.3%	2%	-25%	i	41	i	4.8	-0.2%	18%	-0.5	36	-5%
COc1cc(/C=C2\CCc3ccccc3C2=O)cc(OC)c1OC	0.2%	23%	2%	i	13	i	0.2	-0.1%	45%	0.1	44	-57%
O=C(CSc1ccc(-c2ccncc2)nn1)N1CCN(c2ccccc2)CC1	-1.6%	-1%	5%	i	33	i	0.4	-0.3%	-25%	2.7	63	3%
CC(C)(O)c1[nH]c2cc(C(F)(F)F)ccc2c1C(C)(C)O	1.9%	5%	-27%[20 µM]	i	36	i	1.8	1.0%	-6%	-2.2	48	-6%
Cc1ccc(C)c(OCC(=O)N/N=C/c2ccsc2)c1	4.0%	-1%	-34%	i	45	i	1.3	0.0%	5%	-2.4	78	2%
Cc1cc(CNC(=O)Cn2nc(C)c([N+](=O)[O-])c2C)c2ccccc2n1	-2.6%	-8%	-32%	i	37	·	·	0.5%	-26%	4.4	50	10%
O=S(=O)(Nc1cccnc1Cl)c1ccc(-c2ccccc2)cc1	2.8%	-7%	-26%	i	23	i	0.5	-0.1%	26%	-0.5	53	28%
c1cncc(-c2nc3ccccn3c2Nc2ccc3c(c2)OCCO3)c1	-0.8%	11%	-9%	i	11	i	2.0	-0.2%	-31%	-1.4	51	3%
CSc1ccc(-c2cc(=O)c3ccccc3o2)cc1	-2.2%	1%	-21%	i	12	i	11	0.1%	-29%	2.2	44	-66%
O=c1c(=O)n(O)c2ccccc2n1O	5.7%	8%	-22%	i	33	i	6.3	-0.2%	-28%	0.8	50	-14%
O=C(CSc1ccc(-c2ccco2)nn1)Nc1ccccc1	3.9%	-6%	-38%	i	38	i	0.5	0.1%	23%	-1.3	61	6%
O=C(CSc1n[nH]c(-c2ccccn2)n1)Nc1ccccc1	-0.5%	-11%	-22%	i	60	·	·	0.0%	-21%	1.4	63	17%
CCC(=O)N(Cc1cc2cc(OC)ccc2[nH]c1=O)c1cc(C)ccc1C	5.4%	5%	-14%	i	61	i	0.4	-0.1%	1%	1.2	110	8%
Cc1nc(Cl)cc(N/N=C/c2ccc(O)cc2)n1	2.8%	2%	7%	i	44	i	0.9	-0.2%	-33%	-1.4	52	-11%
NC(=O)COC(=O)c1c2c(nc3ccccc13)CCCC2	0.5%	4%	-21%	i	51	i	0.6	0.5%	-10%	3.9	51	6%
COc1ccc(CCN(Cc2nc3ccccc3c(=O)[nH]2)C(=O)c2ccco2)cc1OC	-7.2%	12%	-12%	i	45	i	0.3	-1.0%	19%	1.1	79	10%
CC(C)C1C(C#N)=C(N)Oc2n[nH]c(-c3cccs3)c21 (configuration not stated)	3.7%	0%	8%	i	37	i	0.6	-0.3%	5%	1.5	97	-21%
CCC(NC(=O)c1cc(COc2cc(C)c(Cl)c(C)c2)on1)c1ccncc1 (configuration not stated)	4.8%	86%	0%	i	33	?	·	-0.1%	-11%	3.9	64	1%
COC(=O)CC1=NN(c2ccccc2)C(=O)/C1=C\c1ccc(OC)cc1	0.3%	9%	34%	i	21	i	0.0	0.7%	-15%	21	43	-4%
COc1ccc(-c2nnc(SCC(=O)NCC3CCCO3)n2C)cc1 (configuration not stated)	-6.8%	17%	0%	i	31	i	0.2	0.3%	-31%	-0.7	49	11%
CCc1ccc(C(=O)N2CCC(c3nc4ccccc4s3)CC2)cc1	-0.4%	10%	-10%	i	41	i	0.5	-0.1%	3%	-0.3	76	24%
c1ccc2[nH]c(CSc3nnc(-c4ccncc4)o3)nc2c1	-0.1%	-2%	-35%	i	28	i	1.5	-0.2%	-11%	-0.2	22	-4%
O=S(=O)(Nc1ccccc1Cl)c1cccc2nsnc12	-2.4%	13%	8%	i	66	i	0.1	0.4%	-22%	1.2	71	-3%
c1nc(N2CCCCC2)c2[nH]cnc2n1	-3.5%	2%	17%	i	42	i	2.3	-0.1%	8%	1.5	87	22%
CC(NC(=O)C1CCCN(S(=O)(=O)c2cccc3nonc23)C1)c1ccccc1 (configuration not stated)	1.6%	3%	1%	i	64	i	7.4	0.0%	4%	-0.8	51	12%
Cc1cc(OCc2nnc(SCC(=O)OC3CCCCC3)o2)ccc1Cl	4.0%	0%	3%	i	17	i	1.1	-1.0%	6%	1.4	78	9%
COC(=O)C1CCN(C(=O)C2CCC(=O)N(CCCc3ccccc3)C2)CC1 (configuration not stated)	-1.8%	13%	24%	i	32	i	1.1	-0.1%	-33%	0.2	68	14%
CCOC(=O)c1oc2ccc(S(=O)(=O)N3CCOCC3)cc2c1C	5.1%	-15%	-34%	i	40	i	0.8	0.7%	-11%	0.5	83	12%
CC(C)(NO)/C(=N/O)c1ccc(Br)cc1	-8.7%	13%	-6%	i	40	i	0.5	-0.3%	-12%	-1.2	83	-1%

The list is partial; rates above refer to the full screens.
